TAG inh – triacylglycerol accumulation inhibition; inhibition, % at 12.5 µM; H9c2 cells, Nile Red lipid (TAG) fluorescence; cells loaded with 200 µM oleic acid; actives 0.66% (n = 230,000); AID 651582;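 active = pattern-corrected inhibition of lipid staining of at least 50% with the nuclear-stain viability signal not falling by more than 50%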;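 also: 0% = DMSO wells and 100% = triacsin C control wells; some results filed as inactive read as strong as hits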
TAG inh DAPI viability – recorded beside TAG inh, whose call it bears; DAPI nuclei signal change (viability), lower = more cytotoxic, %;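 whole-well DAPI fluorescence read on a plate reader as a viability signal; minus 50 percent equals half of cells still viable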
* hit, by the source's call. An excerpt; rates above refer to the full screens.

SMILES	TAG inh	TAG inh DAPI viability
CCSc1nnc(-c2ccccc2NC(C)=O)c(=O)[nH]1	-3	8
CCCC(=O)Nc1nnc(CCOC)s1	9	14
CCCN1CCN(S(=O)(=O)c2ccc3c(c2)OCCO3)CC1	-4	-9
O=C(COC(=O)/C=C/c1cccc(Br)c1)Nc1cccc(S(=O)(=O)NC2=NCCC2)c1	3	5
COCOCCn1cc(CN2CCS(=O)(=O)N(Cc3ccc(-c4ccc(Cl)nc4)cc3)C(C)C2=O)nn1 (stereo unspecified)	-2	-2
COc1ccccc1N1CCN(C2CCCN(C(=O)c3ccsc3)C2)CC1 (stereo unspecified)	2	2
CCn1c(C)nc2cc(C(=O)N/N=C/c3ccc(O)c(O)c3O)ccc21	6	-9
O=C(NCC(=O)N(c1ccc2c(c1)OCCO2)C(C(=O)NC1CCCC1)c1ccco1)c1ccco1 (stereo unspecified)	-9	-3
CCCCCC(=O)N1C[C@H](n2cc(COC(=O)c3ccccc3)nn2)[C@@H](O)C[C@@H]1c1ccc(OC)cc1	6	-7
CCCCNC(=O)C1(C)CCN1C(=O)c1sccc1C (stereo unspecified)	-12	-1
O=C(COC(=O)c1cc(=O)[nH]c2ccccc12)NC(=O)c1ccccc1	-4	-3
CC(=O)Nc1ccc(S(=O)(=O)Nc2ccc(C(=O)NCC(=O)O)cc2)cc1	5	-7

Overlap with the part before: 2 entries, followed by the next part.
SMILES	TAG inh	TAG inh DAPI viability
O=C(COC(=O)c1cc(=O)[nH]c2ccccc12)NC(=O)c1ccccc1	-4	-3
CC(=O)Nc1ccc(S(=O)(=O)Nc2ccc(C(=O)NCC(=O)O)cc2)cc1	5	-7
COC(=O)c1ccc(NC(=O)CSc2nnc(-c3ccncc3)n2N)cc1	7	-5
Cc1nn2c(NCCN(C)C)c3c(nc2c1-c1ccccc1)CCC3	2	15
COc1ccc(C(=O)OCC(=O)Nc2cc(C)on2)cc1F	8	-5
COc1ccc(-c2noc(C3CCCN(C(=O)c4ccc(F)cc4)C3)n2)cc1 (stereo unspecified)	-17	6
Cc1ccccc1NC(=S)NC(=O)/C=C/c1ccco1	-2	3
CCn1c(C)nnc1SCC(=O)Nc1ccccc1Cl	4	-2
Cc1ccc(Cl)cc1N1CCN(S(=O)(=O)c2ccc3[nH]c(=O)ccc3c2)CC1	2	-5
O=C(Nc1ccccc1)C1=C[C@@H](c2coc3ccccc3c2=O)C[C@@H](OCCCCO)O1	-6	-5
CCCn1c(SCC(=O)NC2CCC(C)CC2)n[nH]c1=O (stereo unspecified)	-3	1
CC1Cc2ccccc2N1S(=O)(=O)c1cccc(C(=O)NCC(c2ccco2)N2CCCC2)c1 (stereo unspecified)	-14	12
CC1CCCCN1C(=O)c1cc(F)c(F)cc1Cl (stereo unspecified)	-6	16
CCCc1cc(=O)[nH]c(SCC(=O)N(C)Cc2ccccc2)n1	12	-4
Cc1ccc(OC(C)C(=O)Nc2ccc(Cl)cn2)c([N+](=O)[O-])n1 (stereo unspecified)	9	-3
COc1ccc(OC)c(S(=O)(=O)NCC(c2ccc3c(c2)OCO3)N2CCOCC2)c1 (stereo unspecified)	2	-4
COc1ccc(-c2ccc3c(c2)S(=O)(=O)c2cccc(C(=O)NCc4cccc(OC(F)(F)F)c4)c2C3=O)cc1OC	-83	-11
O=C(CNS(=O)(=O)c1ccc(Cl)c(C(F)(F)F)c1)NC1CCCCC1	-2	1
O=C1NCC(COc2cccc3ccccc23)O1 (stereo unspecified)	-14	11
O=C(NCCCN1CCOCC1)c1cc(-c2ccc3c(c2)OCO3)nc2ccccc12	9	5
CCc1ccc(/C=N/NC(=O)c2ccccn2)cc1	-6	-6
COc1ccc(Cc2nnc(NC(=O)c3cccs3)s2)cc1OC	7	9
Cc1ccc(C(=O)C(C)OC(=O)c2nc(Cl)ccc2Cl)cc1 (stereo unspecified)	9	2
COc1ccc(/C=C(/NC(=O)c2ccccc2Cl)C(=O)O)cc1	1	2
c1ccc(COc2ccc(CN3CCN(c4ccccn4)CC3)cc2)cc1	-6	12
CC1CCc2c(sc(NC(=O)C3=COCCO3)c2C(N)=O)C1 (stereo unspecified)	9	-4
Cc1cccc(CC(=O)NC2CCS(=O)(=O)C2)c1 (stereo unspecified)	6	9
CS(=O)(=O)c1[nH]nc(-c2ccccc2)c1C#N	-27	1
O=C(CSc1nnc(Cc2ccccc2)c(=O)[nH]1)Nc1ccccc1	-1	9
CN(C(=O)CSc1nc2ccccc2o1)C1CCCCC1	-12	2
Cc1ccc(C)c(C(=O)CN2Cc3ccccc3C2=O)c1	-1	-1
CCCCn1c(N)c(N(CCC(C)C)C(=O)c2ccccc2-n2cnnn2)c(=O)[nH]c1=O	-6	4
CCc1nc2c(OCc3ccc(F)cc3)cccn2c1N(C)C(=O)c1ccco1	8	-3
Cc1cc(C)c([N+](=O)[O-])cc1NC(=O)CCSc1ccccc1Cl	1	-8
Cc1ccc(Cc2cnc(N3C(=N)SC(C)C3=O)s2)cc1 (stereo unspecified)	7	12
O=C(COc1ccccc1)Nc1nc(-c2ccc(S(=O)(=O)N3CCOCC3)cc2)cs1	18	-11
Cc1c(Cl)cnc(NC(=O)COC(=O)c2ccncc2)c1Cl	-12	11
Cc1cccc(NS(=O)(=O)c2ccc(OCC(=O)N3CCCC3)cc2)c1	-17	-6
COc1ccccc1C(=O)Nc1cccc(N(C)S(C)(=O)=O)c1	-1	-2
Cc1ccccc1N(CC(=O)Nc1ccccc1C(=O)O)S(C)(=O)=O	0	11
CN(C(=O)CSc1ncnc2sccc12)C1CCS(=O)(=O)C1 (stereo unspecified)	6	-5
COc1ccccc1NC(=S)N(Cc1ccc(C)cc1)Cc1cccnc1	-13	6
COc1ccccc1NC(=O)CN1CCC(c2nc3ccccc3[nH]2)CC1	-17	-14
CS(=O)(=O)N(CC(=O)N1CCOCC1)c1cccc(Cl)c1	15	0
Cc1cc2c(c(=O)n1C)C(Cc1ccccc1)C(C#N)=C(N)O2 (stereo unspecified)	8	-5
COc1ccc(CNC(=O)C(c2ccc(C)o2)N(C(=O)c2csnn2)c2ccc(C(C)C)cc2)cc1 (stereo unspecified)	10	-5
CC(C)c1nc(SCc2c(F)cccc2Cl)c2c(=O)n(C)c(=O)n(C)c2n1	17	7
COCCC(=O)N1CCc2c([nH]c3ccccc23)C1C(C)(C)C (stereo unspecified)	-11	-1
COc1ccc(NC(=O)COC(=O)CC2CCCC2)cc1Cl	-11	5
CC(=O)N1N=C(c2cccc([N+](=O)[O-])c2)OC1c1cccc(Br)c1 (stereo unspecified)	3	0
Cn1ncc2c1NC(c1ccc(F)cc1)SCC2=O (stereo unspecified)	-3	3
CCOc1ccccc1/C=N/OCC(=O)NCc1ccc(F)cc1	22	-7
COc1ccc(-c2csc(Nc3ccccn3)n2)cc1OC	6	4
Cc1cc(C)c(NC(=O)COC(=O)c2cccc3c2C(=O)c2ccccc2C3=O)c(C)c1	-5	-2
C=CCNc1nc(-c2ccc3c(c2)OCCO3)cs1	3	2
CCn1nccc1C(=O)Nc1cccc(C)c1C	7	-3
COc1cc2c(c(OC)c1OC)-c1ccc(SC)c(=O)cc1C(NC=O)CC2 (stereo unspecified)	69*	-40*
OCC1C2c3ccccc3C(c3ccccc32)C1CO (stereo unspecified)	-6	-5
COc1cc(/C=C2\S/C(=N/S(=O)(=O)c3ccc(C)cc3)NC2=O)c([N+](=O)[O-])cc1OC	6	-5
COc1ccc(C)cc1NC(=O)CN1CCN(S(=O)(=O)c2ccc(F)cc2)CC1	4	-7
Cc1ccc(N/N=C2\CS(=O)(=O)N(C)c3ccsc32)cc1	20	-16
CC(NC(=O)CN1C(=O)NC2(CCc3ccccc32)C1=O)c1ccc2c(c1)OCCO2 (stereo unspecified)	-4	-5
(next part)
SMILES	TAG inh	TAG inh DAPI viability
CCN(CC)Cc1c(O)ccc2c(=O)c(Oc3ccccc3OC)coc12	9	1
CC(C)(C)NC(=O)NC(=O)Cn1cc(C(F)(F)F)ccc1=O	12	-2
C#CCn1ccc(O)c(Cc2c(F)cccc2Cl)c1=O	0	5
COc1ccc2ccc(OC)c(/C=N/n3cnnc3)c2c1	-1	9
Nc1ccn([C@@H]2O[C@H](CNCc3ccc(C#CCCO)cc3)[C@@H](O)[C@H]2O)c(=O)n1	-5	3
O=C(NCCO)c1ccc(-c2nnc(N3CCOCC3)c3ccccc23)cc1	27	-10
CN(CCc1ccccc1)C(=O)c1ccc(NC(=O)Cc2cccc(NC(=O)C3CCN(C(=O)C4CCCCC4)CC3)c2)cc1	4	0
COCCn1c(SCC(=O)Nc2sccc2C(N)=O)nc2cc(Cl)ccc2c1=O	14	-9
COc1ccc(CC(=O)Nc2ccc3c(c2)OC2(CCCC2)O3)c(OC)c1	5	4
N#CCc1ccc(NC(=O)/C=C/c2ccc([N+](=O)[O-])o2)cc1	87	-54
CCOC(=O)C(=O)Cc1nc2ccccc2s1	6	-10
C=CCN1C(=O)c2oc3ccccc3c(=O)c2C1c1ccc(O)c(OC)c1 (stereo unspecified)	4	2
CC1(C)C(=O)C2(CCCC2)C(=O)OC1c1ccco1 (stereo unspecified)	-18	9
COc1cccc(C2CC(c3ccccc3OC)n3ncnc3N2)c1 (stereo unspecified)	1	4
CN(C(=O)COC(=O)c1ccc[nH]c1=O)C1CCCCC1	-1	10
CCCCNC(=O)CSc1nnc(Cc2ccccc2)n1CC	20	-7
COc1ccc(CNC(=O)CCCn2c(=O)c3cccn3c3cccnc32)cc1	-11	22
COc1ccc(NS(=O)(=O)c2cccc(C(=O)N/N=C/c3ccc4c(c3)OCCO4)c2)cc1	-1	-5
CC(/C=N/NC(=O)c1n[nH]c2c1CCC2)=C\c1ccccc1	72*	-18*
O=C(Nc1nnc(S(=O)(=O)N2CCCCC2)s1)c1ccccc1Br	-4	-6
O=C(CN1CCCSc2ccccc21)N1CCN(S(=O)(=O)c2ccccc2)CC1	6	-9
CCCCn1nnnc1SCC(=O)N1CCOCC1	-5	15
O=C(c1ccc2n[nH]nc2c1)N1CCN(c2ccc(C(F)(F)F)cn2)CC1	2	2
Cn1c(SCC(=O)Nc2ccccc2F)nc2c(c1=O)SCC2	-5	3
NC(=S)N/N=C/c1ccccc1O	2	-1
CCN(CC)C(=O)c1sc(NC(=O)c2ccoc2C)c(C(=O)OC)c1C	7	-5
COc1ccc(C(c2sc3nc(C)nn3c2O)N2CCCCC2)cc1 (stereo unspecified)	8	-5
Cc1cc(=O)n(CC(=O)O)c2ccccc12	4	0
CNc1cncc(-c2ccccc2CO)n1	1	-3
COc1ccc(NS(=O)(=O)c2cc(NC(=O)c3ccc(S(=O)(=O)N(C)C)cc3)ccc2N2CCOCC2)cc1	20	0
Cc1ccc(S(=O)(=O)Cn2nnnc2C(c2ccc(F)cc2)N2CCC(C(N)=O)CC2)cc1 (stereo unspecified)	-11	10
Cc1ccc(OCCNC(=O)CCC(=O)N2CCOCC2)cc1	8	4
COc1ccc(-n2nc(C(=O)NCC(=O)Nc3cccc(NC(C)=O)c3)c3ccccc3c2=O)cc1	11	-3
O=C(NCC(=O)N1CCN(S(=O)(=O)c2ccccc2C(F)(F)F)CC1)c1sc2ccccc2c1Cl	-10	0
CCOC(=O)N1CCN(c2ccc3nnnn3n2)CC1	5	2
CC(C)(C)c1cc(OS(C)(=O)=O)ccc1O	-17	-4
O=C(CCC(=O)N1CCOCC1)Nc1ccc(Cl)c(Cl)c1	-6	-7
CC(NC(=O)/C=C/c1ccccc1)c1ccccc1 (stereo unspecified)	-14	2
O=C(Nc1nnc(COc2ccc(Br)cc2)s1)c1ccco1	8	10
Cc1nc2nc(SCc3ccccc3)nn2c(C)c1C	-29	1
COc1ccc2nc(NC(=O)c3ccccc3-c3ccccc3C(=O)O)sc2c1	-5	4
O=C(O)COc1ccccc1/C=N/NC(=O)CSc1nnc(SCc2ccc(Cl)cc2)s1	-14	8
CCCCn1c(SCC(=O)Nc2ccc3c(c2)OCCO3)nnc1C(CC)N(C)C (stereo unspecified)	24	-7
O=C(Nc1ccc(S(=O)(=O)N2CCCC2)cc1)c1ccc(CN2CCOCC2)cc1	-4	-7
CC(C)Oc1ccc(S(=O)(=O)N2CCCCC2)cc1NC(=O)C1=COCCO1	0	7
O=C(COC(=O)/C=C/c1ccc(Cl)cc1)NC1CCCC1	7	-3
COC(=O)c1nccnc1C(=O)Nc1ccccc1N1CCOCC1	-6	5

In the list so far, these contain an aryl thioether with sulfur outside any ring:
SMILES	TAG inh	TAG inh DAPI viability
CCSc1nnc(-c2ccccc2NC(C)=O)c(=O)[nH]1	-3	8
COC(=O)c1ccc(NC(=O)CSc2nnc(-c3ccncc3)n2N)cc1	7	-5
CCn1c(C)nnc1SCC(=O)Nc1ccccc1Cl	4	-2
CCCn1c(SCC(=O)NC2CCC(C)CC2)n[nH]c1=O (stereo unspecified)	-3	1
CCCc1cc(=O)[nH]c(SCC(=O)N(C)Cc2ccccc2)n1	12	-4
O=C(CSc1nnc(Cc2ccccc2)c(=O)[nH]1)Nc1ccccc1	-1	9
CN(C(=O)CSc1nc2ccccc2o1)C1CCCCC1	-12	2
Cc1cc(C)c([N+](=O)[O-])cc1NC(=O)CCSc1ccccc1Cl	1	-8
CN(C(=O)CSc1ncnc2sccc12)C1CCS(=O)(=O)C1 (stereo unspecified)	6	-5
CC(C)c1nc(SCc2c(F)cccc2Cl)c2c(=O)n(C)c(=O)n(C)c2n1	17	7
COc1cc2c(c(OC)c1OC)-c1ccc(SC)c(=O)cc1C(NC=O)CC2 (stereo unspecified)	69*	-40*
COCCn1c(SCC(=O)Nc2sccc2C(N)=O)nc2cc(Cl)ccc2c1=O	14	-9
CCCCNC(=O)CSc1nnc(Cc2ccccc2)n1CC	20	-7
CCCCn1nnnc1SCC(=O)N1CCOCC1	-5	15
Cn1c(SCC(=O)Nc2ccccc2F)nc2c(c1=O)SCC2	-5	3
Cc1nc2nc(SCc3ccccc3)nn2c(C)c1C	-29	1
O=C(O)COc1ccccc1/C=N/NC(=O)CSc1nnc(SCc2ccc(Cl)cc2)s1	-14	8
CCCCn1c(SCC(=O)Nc2ccc3c(c2)OCCO3)nnc1C(CC)N(C)C (stereo unspecified)	24	-7

Screens (PubChem)
